# STEP block: blocks human striatal-enriched tyrosine phosphatase; P54829; 360,000 compounds, 0.25% hits; AID 588621; recombinant STEP, OMFP fluorogenic substrate, fluorescence; inhibition, % at 20 µM;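 active = inhibition at 20 µM, scaled per plate between control wells, above about 37%, limit read from the data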;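 note: 0% = DMSO with enzyme and substrate and 100% = substrate only without enzyme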
#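 System: STEP phosphatase, cell-free reaction; Buffer or medium: Bis-Tris pH 6.0 buffer with DTT, detergent; Incubation: 20 min at room temperature, dark; Measured by: fluorescence, 480/540 nm.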
# LMPTP inh: LMPTP (human) inhibition; recombinant LMPTP-A, OMFP fluorogenic substrate, fluorescence intensity; inhibition, % at 20 µM; 360,000 compounds, 0.22% hits; AID 651560;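 active = compounds that cut the enzyme signal by at least half of the control window in the single-dose screen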;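 note: plate controls were DMSO wells with enzyme plus substrate for no effect and substrate without enzyme for full effect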
# Target sequence (P24666 whole entry, looked up): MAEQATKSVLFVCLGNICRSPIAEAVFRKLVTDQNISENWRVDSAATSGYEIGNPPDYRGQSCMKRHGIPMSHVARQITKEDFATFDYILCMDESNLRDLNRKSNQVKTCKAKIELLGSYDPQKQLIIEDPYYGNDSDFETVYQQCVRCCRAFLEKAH
#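 test system = LMPTP-A | amount = 0.625 nM LMPTP-A final | reagent = fluorogenic phosphatase substrate OMFP at 400 µM final | incubation = 50 min at room temperature | benchmarks = no-enzyme low control, uninhibited high control | medium = Bis-Tris pH 6.0, DTT, detergent | signal = fluorescence intensity of OMFP turnover product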
# CSN inh: blocks human CSN-mediated cullin deneddylation; 360,000 compounds, 0.38% hits; Q92905; inhibition, % at 12.5 µM; Purified CSN, SCF-Nedd8-OG deneddylation, fluorescence polarization;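 active = pattern-corrected inhibition above about 35%, with an unprinted fluorescence ratio check between 0.5 and 1.5, limit read from the data, passing the limit was not always enough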;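 note: 0% = enzyme with substrate and 100% = substrate without enzyme; some results filed as inactive read as strong as hits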
# Target sequence (Q92905 whole entry, looked up, one chain of several): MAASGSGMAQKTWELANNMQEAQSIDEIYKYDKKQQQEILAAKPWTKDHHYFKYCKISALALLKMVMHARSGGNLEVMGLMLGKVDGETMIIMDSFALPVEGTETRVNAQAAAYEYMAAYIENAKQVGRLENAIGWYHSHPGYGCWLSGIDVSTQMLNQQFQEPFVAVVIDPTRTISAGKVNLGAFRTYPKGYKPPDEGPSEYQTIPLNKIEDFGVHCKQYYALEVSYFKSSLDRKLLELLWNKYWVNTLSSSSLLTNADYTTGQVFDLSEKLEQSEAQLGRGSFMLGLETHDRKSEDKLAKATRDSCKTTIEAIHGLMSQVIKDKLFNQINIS
#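 Assay system: HEK293T-derived human Csn5 enzyme; quantity: 0.24 nM enzyme; medium: Tris/NaCl/DTT buffer, pH 7.5; also added: substrate SCFSkp2-Nedd8OG, 10 nM; doses: 12.5 µM compound; schedule: 90 min reaction at room temperature; signal: FP; read-out: % inhibition of substrate cleavage by Csn5; benchmarks: substrate-only high control, full reaction low control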
# Scp1 inh: Scp-1 (human) phosphatase inhibition; Q9GZU7; Recombinant Scp1, phosphopeptide, malachite green phosphate absorbance; inhibition, % at 20 µM; 340,000 compounds, 0.88% hits;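 active = inhibition above about 50% at 20 µM, limit read from the data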;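 note: plate controls were DMSO wells with enzyme for no effect and wells lacking enzyme for full effect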
#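 Incubation: 45 min enzyme reaction at room temperature / System: truncated SCP-1 phosphatase (76-261aa) / Reagent: Phospho 17-mer peptide substrate / Buffer or medium: Acidic Tris acetate buffer with magnesium and detergent / Signal: absorbance at 630 nm / Doses: one concentration, 20 µM, with 1.0% DMSO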
# TbMetRS inhib: blocks T. brucei methionyl-tRNA synthetase activity | inhibition, % at 11.9 µM | purified T. brucei MetRS, ATP depletion, Kinase-Glo luminescence | 360,000 compounds, 0.4% hits;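 active = inhibition above a per-plate cutoff of the control wells' mean inhibition plus 3 SD, cut at about 5.5% in these data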;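 note: 0% = DMSO wells median and 100% = median of wells with control inhibitor compound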
#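 Test system – parasite MetRS enzyme · Reagent – substrates ATP, L-methionine and bulk Escherichia coli tRNA · Doses – 11.9 µM compound single dose, 0.9% DMSO · Times – 15 min enzyme-compound preincubation, 2 h reaction, 10 min detection, 25 °C · Signal – Kinase-Glo luminescence, ATP depletion format · Controls – DMSO-only wells as low control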
# Rpn11 block: Rpn11 (human) deubiquitinase inhibition; AID 588493; O00487; 360,000 compounds, 0.59% hits; calls only at 20 µM; human 26S proteasome, Ub4-pepOG fluorescence polarization; 20S core pre-blocked with epoxomicin;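 active = inhibition at 20 µM, scaled to each plate's controls, above about 33%, limit read from the data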
# Target sequence (O00487 whole entry, looked up): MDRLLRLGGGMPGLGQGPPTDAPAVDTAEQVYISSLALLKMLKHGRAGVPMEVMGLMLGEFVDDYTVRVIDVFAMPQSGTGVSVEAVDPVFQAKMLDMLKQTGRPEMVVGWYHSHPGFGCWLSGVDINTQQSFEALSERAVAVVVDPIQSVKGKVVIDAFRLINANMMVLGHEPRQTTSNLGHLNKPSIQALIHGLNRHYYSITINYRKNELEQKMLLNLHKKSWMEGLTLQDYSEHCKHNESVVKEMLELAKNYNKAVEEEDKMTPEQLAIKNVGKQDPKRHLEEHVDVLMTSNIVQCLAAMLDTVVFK
# DNMT1 block: inhibitors of human DNMT1; P26358; inhibition (reported as % activation of signal), % at 10 µM; DNMT1 molecular beacon, Hinp1I cleavage, fluorescence; 360,000 compounds, 0.83% hits; in the data active = inhibition above about 50%
# MsrA inhibitor: inhibits bovine methionine sulfoxide reductase A. purified bovine MsrA, absorbance read-out. inhibition, % at 15.5 µM. 360,000 compounds, 0.75% hits. AID 651718; in the data active = inhibition above about 4.5%;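 note: 0% = vehicle wells with enzyme and 100% = reference inhibitor wells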
# NadD block: blocks S. aureus nicotinate mononucleotide adenylyltransferase. 360,000 compounds, 0.78% hits. inhibition, % at 20 µM. purified NadD enzyme, colorimetric absorbance read-out; in the data active = inhibition above about 26%; note: some compounds past the cut are filed as inactive
# SUMO1 PPI mod: modulators of human SUMO1-mediated protein-protein interactions; inhibition, % at 20 µM; 360,000 compounds, 0.33% hits; SUMO1 binding to a labelled peptide, TR-FRET, 1 h; P63165; AID 602429; in the data active = inhibition above about 37%
# Target sequence (P63165 whole entry, looked up): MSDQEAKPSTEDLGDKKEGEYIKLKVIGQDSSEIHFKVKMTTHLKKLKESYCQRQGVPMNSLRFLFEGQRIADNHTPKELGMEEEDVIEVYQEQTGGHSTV
# * marks the source's active call; other numbers are inactive results; i = inactive; . = not tested or not shown; + = active, no number. An unsorted share of the library; about 3.9% have a hit in one of these screens.
SMILES,STEP block,LMPTP inh,CSN inh,Scp1 inh,TbMetRS inhib,Rpn11 block,DNMT1 block,MsrA inhibitor,NadD block,SUMO1 PPI mod
CN(C)CCCNC(=O)c1ccc(-c2cc(O)c3ncccc3c2)cc1,4,0.8,-1,-9,-0.5,i,0,1.1,-11,-65
Nc1n[nH]c(-c2ccc([N+](=O)[O-])cc2[N+](=O)[O-])n1,-2,0.4,0,1,-0.3,i,0,-0.5,-2,-13
O=C(COC(=O)c1ccccc1OC(F)F)Nc1ccc(N2CCCCC2)cc1,-3,0.8,-5,-2,-0.2,i,-7,-0.7,2,0
COc1ccc(S(=O)(=O)N2Cc3ccccc3CC2C(=O)N2CCOCC2)cc1 (centres undefined),-2,-2.0,-1,-1,0.4,i,2,-1.1,-5,-6
O=c1c2ccccc2oc2cc(Br)ccc12,3,0.6,-4,-16,-0.2,i,10,0.1,-10,-4
COc1ccc2nc(SCC(=O)Nc3ccc4[nH]c(=O)[nH]c4c3)[nH]c2c1,-2,-0.7,0,-7,0.3,i,-1,-0.3,5,0
COC(=O)c1ccccc1N1C(=O)[C@@H]2C(c3ccc(F)cc3)=NO[C@@H]2C1=O,-1,-0.8,1,-11,-0.1,i,1,-0.8,-7,1
C[C@H](CO)N1C[C@H](C)[C@H](CN(C)Cc2ccccc2)Oc2ncc(Br)cc2C1=O,-1,0.2,0,.,0.0,i,3,0.8,2,1
COc1ccc(CN2CCC3CC2c2cc(Cl)ccc23)cc1 (centres undefined),-2,0.1,-1,-8,-0.7,i,-5,1.9,-1,0
O=C(CCc1ccncc1)NC1CCCc2c1cnn2-c1cc(F)cc(F)c1 (centres undefined),1,-1.9,-3,7,-0.5,i,2,.,-5,4
Cn1cccc1C(=O)NC1CCCCCC1,-1,-1.3,-5,-10,0.0,i,0,0.6,-5,0
CC(OC(=O)CCc1nc2ccccc2c(=O)[nH]1)C(=O)c1ccc(C(C)(C)C)cc1 (centres undefined),2,1.8,-18,4,-0.5,i,3,-0.2,-3,3
CN(C(=O)COC(=O)c1cc([N+](=O)[O-])ccc1N1CCOCC1)C1CCCCC1,-2,0.8,1,.,-0.3,i,-1,0.5,-1,-34
N#Cc1c(SCC(N)=O)nsc1SCc1ccc(Cl)cc1,-3,1.4,-5,-13,-0.3,i,-7,-0.3,-3,-2
CC(=O)c1ccc2c(c1)Cc1cc(C(C)=O)ccc1-2,1,-1.8,4,-2,-1.0,i,1,1.0,-2,-11
CCc1ccc[n+](-c2[nH]c(=O)sc2/C=N/N=C(\[O-])c2ccncc2)c1,-3,0.1,-2,-10,0.5,i,2,2.8,-6,-19
CCOC(=O)c1c(C)nn(-c2ccc(NC(=O)c3cccs3)cc2)c1C,-3,1.9,2,-6,-0.2,i,4,-0.3,-4,24
Cc1sc2nc(SC(C)C)nc(N)c2c1C,1,-0.9,2,1,-1.0,i,-2,0.4,-3,-10
CC1CC(C)CN(S(=O)(=O)c2cc3c4c(c2)CCN4C(=O)CC3)C1 (centres undefined),0,0.7,-1,-1,0.4,i,-1,-1.2,3,3
CCOc1ccc(C2CC(=O)N(Nc3ccc([N+](=O)[O-])cc3[N+](=O)[O-])C2=O)cc1 (centres undefined),1,-1.1,0,-17,-0.2,i,-1,0.2,-2,-24

# Part of the list above, reformatted.
# Screens in order: STEP block, LMPTP inh, CSN inh, Scp1 inh, TbMetRS inhib, Rpn11 block, DNMT1 block, MsrA inhibitor, NadD block, SUMO1 PPI mod
CN(C)CCCNC(=O)c1ccc(-c2cc(O)c3ncccc3c2)cc1
 : 4, 0.8, -1, -9, -0.5, i, 0, 1.1, -11, -65
Nc1n[nH]c(-c2ccc([N+](=O)[O-])cc2[N+](=O)[O-])n1
 : -2, 0.4, 0, 1, -0.3, i, 0, -0.5, -2, -13
O=C(COC(=O)c1ccccc1OC(F)F)Nc1ccc(N2CCCCC2)cc1
 : -3, 0.8, -5, -2, -0.2, i, -7, -0.7, 2, 0
COc1ccc(S(=O)(=O)N2Cc3ccccc3CC2C(=O)N2CCOCC2)cc1 (centres undefined)
 : -2, -2.0, -1, -1, 0.4, i, 2, -1.1, -5, -6
O=c1c2ccccc2oc2cc(Br)ccc12
 : 3, 0.6, -4, -16, -0.2, i, 10, 0.1, -10, -4
COc1ccc2nc(SCC(=O)Nc3ccc4[nH]c(=O)[nH]c4c3)[nH]c2c1
 : -2, -0.7, 0, -7, 0.3, i, -1, -0.3, 5, 0
COC(=O)c1ccccc1N1C(=O)[C@@H]2C(c3ccc(F)cc3)=NO[C@@H]2C1=O
 : -1, -0.8, 1, -11, -0.1, i, 1, -0.8, -7, 1
C[C@H](CO)N1C[C@H](C)[C@H](CN(C)Cc2ccccc2)Oc2ncc(Br)cc2C1=O
 : -1, 0.2, 0, ., 0.0, i, 3, 0.8, 2, 1
COc1ccc(CN2CCC3CC2c2cc(Cl)ccc23)cc1 (centres undefined)
 : -2, 0.1, -1, -8, -0.7, i, -5, 1.9, -1, 0
O=C(CCc1ccncc1)NC1CCCc2c1cnn2-c1cc(F)cc(F)c1 (centres undefined)
 : 1, -1.9, -3, 7, -0.5, i, 2, ., -5, 4
Cn1cccc1C(=O)NC1CCCCCC1
 : -1, -1.3, -5, -10, 0.0, i, 0, 0.6, -5, 0
CC(OC(=O)CCc1nc2ccccc2c(=O)[nH]1)C(=O)c1ccc(C(C)(C)C)cc1 (centres undefined)
 : 2, 1.8, -18, 4, -0.5, i, 3, -0.2, -3, 3

# No new results follow: two of the compounds above.
SMILES,STEP block,LMPTP inh,CSN inh,Scp1 inh,TbMetRS inhib,Rpn11 block,DNMT1 block,MsrA inhibitor,NadD block,SUMO1 PPI mod
CC1CC(C)CN(S(=O)(=O)c2cc3c4c(c2)CCN4C(=O)CC3)C1 (centres undefined),0,0.7,-1,-1,0.4,i,-1,-1.2,3,3
CCOc1ccc(C2CC(=O)N(Nc3ccc([N+](=O)[O-])cc3[N+](=O)[O-])C2=O)cc1 (centres undefined),1,-1.1,0,-17,-0.2,i,-1,0.2,-2,-24

# Next section:
SMILES,STEP block,LMPTP inh,CSN inh,Scp1 inh,TbMetRS inhib,Rpn11 block,DNMT1 block,MsrA inhibitor,NadD block,SUMO1 PPI mod
CC(C)CCNC(=O)CCCc1ccccc1,3,0.9,-3,5,-1.0,i,1,0.0,-1,2
CCOC(=O)N1CCC(Nc2c(NCCCN3CCN(CC)CC3)c(=O)c2=O)CC1,-4,-11,0,3,-0.2,i,-4,2.5,3,0
O=C(O)C(Cc1c[nH]c2ccccc12)N1C(=O)C2C3c4ccccc4C(c4ccccc43)[C@@H]2C1=O (some centres undefined),-3,0.5,-1,-1,0.1,i,13,1.1,0,2
CSCCC(NC(C)=O)C(=O)OCC(=O)N(c1ccccc1)c1ccccc1 (centres undefined),-3,-0.9,3,-6,1.8,i,0,2.3,-7,-3
CC(=O)c1c(N2CCN(c3ccccn3)CC2)nc(=S)n(-c2ccccc2)c1C,-1,46,5,6,-0.1,i,5,-0.5,8,3
CC(C)(C)OC(=O)C[C@@H]1C/C=C\C[C@@H](CC(=O)N[C@@H](CO)Cc2ccccc2)C(=O)N2CCC[C@H]2COC1=O,2,0.4,3,-8,-0.1,i,1,-0.3,-5,5
Cc1sc2nc3c4ccccc4c(NCc4ccco4)nn3c(=O)c2c1C,-1,5.2,64*,-5,-0.3,+,1,0.0,20,75*
CCC(=O)c1ccc(OCc2ccc(C(=O)OC)cc2)cc1,0,-0.3,5,-10,-0.2,i,1,-0.5,-1,-10
CC(NCc1cc(Br)ccc1OCC(N)=O)C12CC3CC(CC(C3)C1)C2 (centres undefined),-1,-1.2,0,-5,-0.2,i,-3,-1.4,-9,5
CCS(=O)(=O)N1CCC(C(=O)Nc2ccc3c(c2)CCC3)CC1,1,0.0,-4,-6,-0.3,i,0,0.4,6,-3
CCOc1ccc(N(Cc2cc3ccc(C)cc3[nH]c2=O)C(=O)COC)cc1,-2,-1.2,8,-7,-0.8,i,-2,1.4,0,0
O=C(Oc1ccccc1)N1CCCC1,-1,2.7,0,-1,-2.0,i,7,0.1,-3,-1
CCOC(=O)C1=NN(c2ccccc2)C2=NC(C)=C(C(=O)OC)C(c3cccs3)N12 (centres undefined),-2,-0.3,2,-11,-0.7,i,-5,0.9,2,0
Cc1ccnc(Nc2nc(-c3ccc(O)c(O)c3)cs2)c1,-2,4.2,1,-2,-0.6,i,-10,-0.3,3,8
COC(=O)C1=C(C)NC(=S)NC1c1sccc1C (centres undefined),-3,-0.4,-1,-1,2.9,i,-3,0.1,-2,0
Cc1nn(CC(=O)NCc2cccnc2)c(C)c1[N+](=O)[O-],-3,-1.1,0,-5,-1.0,i,2,2.2,-4,1
Cc1ccc(SCC(=O)Nc2oc(C)c3c(C)n[nH]c(=O)c23)cc1C,2,-5.8,0,-6,-0.3,i,-1,0.1,-6,-21
CCCCc1nc(NCCO)c(C#N)c2c1CCCC2,-3,-0.5,-4,-7,-0.3,i,-5,4.3,-1,0
CC(=O)Nc1ccc(NC(=O)CSc2ccc(C)cc2)cc1,5,-1.5,-3,-8,-0.7,i,-6,0.7,-6,4
Cc1cc(=O)[nH]c(NN=Cc2cc(Br)ccc2O)n1,0,-0.1,-4,0,-0.2,i,-2,3.6,-1,-26
